Assay outcomes: PubChem, National Center for Advancing Translational Sciences (NCATS)
ERG-DNA inh: qHTS for Small Molecule Inhibitors of the ERG Ets/DNA interaction. Transcriptional regulator ERG (Homo sapiens), P11308. fluorescence polarization, His-ERG Ets domain / labelled DNA. Potency, µM (doses to about 76.9 µM), for the others: top-dose FP activity, negative = inhibition, most hits filed as inhibitors. 370,000 compounds, 0.028% hits. AID 624246, 2012; active = well fitted inhibition curve with a large enough effect in the polarisation, with a control signal flat; inconclusive = small, poorly fitted or top-dose-only effect, or effect the other way, or a change in a side signal; inactive = no such curve, though single readings can be large or run the other way; the % refers to the polarisation;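 also: polarization taken with two DNA probes labelled with fluorescein and Texas red; potency is read from the fitted curve at half-maximal effect; % of control where 0% means no effect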
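His-tagged ERG Ets domain (1 uM in the protein solution; 300mM KCl, 50mM Tris-HCl, 1mM EDTA, 1mM DTT, pH 7.5) received compound, then a probe mix of 5 nM fluorescein-DNA and 100nM Texas-615-DNA. Fluorescence polarization was read for both dyes.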
PI4K2A inh: qHTS for small molecular inhibitors of PI4K2A | purified PI4K2A, ADP-Glo luminescence, 1 h; stronger effect = lower value | Phosphatidylinositol 4-kinase type 2-alpha (Homo sapiens), Q9BTU6 | 420,000 compounds, 0.13% hits | activity change, negative = inhibition, % at 76.9 µM; in the data active = activity change below about -50%; inconclusive = mostly about -30% to -49%;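 also: -100% = wells without enzyme as full effect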
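PI4K2A activity was measured by ADP-Glo luminescence: enzyme (4 ug/mL stock) and phosphatidylinositol (1.2 mM stock) in Tris pH 7.5/MgCl2/EGTA/Triton X-100 buffer were reacted with ATP (300 microM stock) for one hour at ambient temperature.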
BAZ2B block: qHTS Assay for Inhibitors of BAZ2B; AlphaScreen BAZ2B-H3K14Ac peptide displacement; Potency, µM (doses to about 114 µM), without a hit: top-dose activity change, negative = inhibition, usual class: inhibitors; Bromodomain adjacent to zinc finger domain protein 2B (Homo sapiens), Q9UIF8; 360,000 compounds, 4.4% hits; also: potency is read from the fitted curve at half-maximal effect; % is scaled to controls: 0 for no effect and ±100 for the full control effect; nearly all actives have a fitted effect of over 60% in size
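Inhibition is scored as reduced AlphaScreen emission. The BAZ2B/b-H3(5-23)K14Ac complex (50 nM each) in PBS pH 7.4, 0.01% Tween-20 meets compound (up to 110 uM) for 30 min at RT before bead addition.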
ALOX12 inh: Primary qHTS assay for inhibitors of human arachidonate 12S-lipoxygenase (ALOX12): Round 2 | Polyunsaturated fatty acid lipoxygenase ALOX12 (Homo sapiens), P18054 | purified 12hLO, xylenol orange hydroperoxide absorbance | Potency, µM (highest dose often 108 µM), inactives show at the top dose activity change, negative = inhibition, usual class: inhibitors | 580,000 compounds, 1.1% hits | AID 1671190, 2021; also: potency is read from the fitted curve at half-maximal effect; % is scaled to controls: 0 for no effect and ±100 for the full control effect
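Purified human 12hLO (150 nM final) in 25 mM Hepes, 0.01% Triton X-100, pH 7.0 was preincubated 15 min at room temperature with compound. Then 40 uM arachidonic acid was added, 30 min. Hydroperoxide was read by Fe-XO absorbance ratio 573/405 nm.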
GLS inh: qHTS for Inhibitors of Glutaminase (GLS). Glutaminase kidney isoform, mitochondrial (Homo sapiens), O94925. GLS enzymatic activity, qHTS titration. Potency, µM (doses to about 45.5 µM), for inactives: top-dose activity change, negative = inhibition, most hits filed as inhibitors. 410,000 compounds, 0.21% hits. AID 624170, 2012; also: potency is read from the fitted curve at half-maximal effect; % is scaled to controls: 0 for no effect and ±100 for the full control effect
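Enzyme dispensed in phosphate buffer (45 mM, pH 8.2, 0.02% Tween-20), compounds pinned in, then 1 mM L-glutamine solution and the glutamate oxidase–HRP–Amplex Red mix added; fluorescence read immediately and again after 30 min at room temperature.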
JMJD2A Tudor: qHTS Assay for Inhibitors of JMJD2A-Tudor Domain; AlphaScreen JMJD2A-Tudor / H3K4me3 peptide binding; 390,000 compounds, 4.4% hits; Lysine-specific demethylase 4A (Homo sapiens), O75164; Potency, µM (doses to about 114 µM), without a hit: top-dose activity change, negative = inhibition, most hits filed as inhibitors; AID 504339, 2011; also: potency is read from the fitted curve at half-maximal effect; % is scaled to controls: 0 for no effect and ±100 for the full control effect; nearly all actives have a fitted effect of over 50% in size
Target sequence (O75164 whole entry, looked up, the tested form may be a part): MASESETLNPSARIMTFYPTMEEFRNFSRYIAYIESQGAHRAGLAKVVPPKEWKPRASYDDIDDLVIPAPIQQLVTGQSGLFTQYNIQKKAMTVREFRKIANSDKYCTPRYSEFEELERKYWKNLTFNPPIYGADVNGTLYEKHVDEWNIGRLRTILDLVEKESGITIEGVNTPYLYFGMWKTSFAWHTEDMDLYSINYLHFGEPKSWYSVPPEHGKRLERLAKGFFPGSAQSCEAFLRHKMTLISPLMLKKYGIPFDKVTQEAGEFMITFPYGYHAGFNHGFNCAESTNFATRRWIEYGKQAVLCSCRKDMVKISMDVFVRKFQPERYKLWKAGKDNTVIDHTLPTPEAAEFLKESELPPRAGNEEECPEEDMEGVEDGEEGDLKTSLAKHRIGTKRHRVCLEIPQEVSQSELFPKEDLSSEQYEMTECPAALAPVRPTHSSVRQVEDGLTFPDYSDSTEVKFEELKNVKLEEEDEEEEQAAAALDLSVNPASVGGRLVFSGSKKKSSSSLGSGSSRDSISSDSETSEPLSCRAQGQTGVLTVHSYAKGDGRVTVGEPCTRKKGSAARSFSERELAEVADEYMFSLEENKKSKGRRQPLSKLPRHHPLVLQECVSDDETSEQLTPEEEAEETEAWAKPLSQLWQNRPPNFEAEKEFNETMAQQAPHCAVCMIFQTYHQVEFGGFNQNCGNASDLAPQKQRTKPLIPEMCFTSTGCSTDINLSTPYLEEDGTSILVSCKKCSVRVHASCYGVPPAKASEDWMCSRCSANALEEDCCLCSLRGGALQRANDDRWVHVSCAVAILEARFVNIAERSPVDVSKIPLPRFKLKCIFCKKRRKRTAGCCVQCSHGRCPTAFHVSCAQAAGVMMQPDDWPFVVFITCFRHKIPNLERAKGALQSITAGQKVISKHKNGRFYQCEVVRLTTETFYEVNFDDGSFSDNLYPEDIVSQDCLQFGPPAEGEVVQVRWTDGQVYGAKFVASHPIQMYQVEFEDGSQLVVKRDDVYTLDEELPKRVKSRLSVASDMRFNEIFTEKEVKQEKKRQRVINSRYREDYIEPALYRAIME
RGS4 inhibitor: Inhibitors of Regulator of G Protein Signaling (RGS) 4: qHTS. Regulator of G-protein signaling 4 (Homo sapiens), P49798. Transcreener GDP fluorescence polarization, RGS4-accelerated GTP hydrolysis. Potency, µM (doses to about 114 µM), inactives show at the top dose activity change, negative = inhibition, usual class: inhibitors. 390,000 compounds, 0.039% hits; also: potency is read from the fitted curve at half-maximal effect; % is scaled to controls: 0 for no effect and ±100 for the full control effect; nearly all actives have a fitted effect of over 75% in size; some results filed as inactive show a strong effect at the top dose
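MLSMR compounds (23 nl, pin-transferred) preincubated 10 min at room temperature with a 500nM (2x) first reagent, then RGS4 at 900nM (2x) plus Transcreener GDP mix added; fluorescence polarization (620/688 nm) read before and after 90 min at 30 °C.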
HP1b chromo inh: HTS for Inhibitors of HP1-beta Chromodomain Interactions with Methylated Histone Tails | Chromobox protein homolog 1 (Homo sapiens), P83916 | AlphaScreen HP1-beta / biotin-H3K9me3 peptide binding | 390,000 compounds, 0.56% hits | Potency, µM (series often up to 114 µM), inactives show at the top dose activity change, negative = inhibition, hits mostly inhibitors; also: potency is read from the fitted curve at half-maximal effect; nearly all actives have a fitted effect of over 70% in size; inactives centre near 23
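HP1-beta protein (50 nM final) preincubated 30 min at room temperature with biotinylated H3(1-18)K9me3 peptide (50 nM) in PBS pH 7.4, 0.01% Tween-20, then compound added for 30 min. AlphaScreen streptavidin donor/nickel chelate acceptor beads (10 ug/mL final), 30 min dark, luminescence read.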
G9a block: qHTS Assay for Inhibitors of Histone Lysine Methyltransferase G9a | 350,000 compounds, 8.8% hits | Potency, µM (doses to about 102 µM), for inactives: top-dose activity, negative = inhibition, actives largely listed as inhibitors | Histone-lysine N-methyltransferase EHMT2 (Homo sapiens), Q96KQ7 | G9a H3K9 monomethylation, AlphaScreen, 2 h | AID 504332, 2011; also: potency is read from the fitted curve at half-maximal effect; % is scaled to controls: 0 for no effect and ±100 for the full control effect; nearly all actives have a fitted effect of over 75% in size
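Using a bead-based AlphaScreen, monomethylated H3K9 product from 2 h room-temperature reactions (G9a 20 nM, peptide 500 nM, SAM 20 uM) was detected with 0.5 ug/mL rabbit anti-H3K9me1 antibody.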
Active calls of the source: *; ? = inconclusive; · = no result given; [ ] = remark or other dose. Unless noted, calls follow the shape of the dose curve; as a rule, active = well fitted curve in the direction sought with a large enough effect; inconclusive = small, poorly fitted or top-dose-only effect, or another doubt; inactive = no such curve, though single readings can be large; an effect the other way counts as inactive or inconclusive. A portion of the library. The share of hits here may be higher or lower than overall.

SMILES	ERG-DNA inh	PI4K2A inh	BAZ2B block	ALOX12 inh	GLS inh	JMJD2A Tudor	RGS4 inhibitor	HP1b chromo inh	G9a block
NC(=O)C1CCN(C(=O)c2cc3n(n2)C(C(F)(F)F)CC(c2ccco2)N3)CC1 (stereo not drawn)	-16.3%	3.0	12.7%	38.1%[activator]	8.4%	-20.8%	10.8%	14.7%	?
CCc1ccc(NC(=O)C2CCC(CNS(=O)(=O)c3cccs3)CC2)cc1 (stereo not drawn)	6.0%	-0.4	4.9%	-19.0%	0.1%	-19.5%	21.2%	25.8%	-6.4%[59 µM]
CCOC(=O)Cn1c(=NC(=O)c2sc3ccccc3c2Cl)sc2cc(S(N)(=O)=O)ccc21	·	2.8	?	-16.7%	-3.6%	-6.9%	-53.5%	29.1%	-11.8%[59 µM]
CN(c1ccc(F)cc1)S(=O)(=O)c1ccc(Cl)c(C(=O)NCC2CCCO2)c1 (stereo not drawn)	-4.4%	-0.3	7.2%	1.9%	6.9%	-21.9%	16.1%	13.6%	-0.7%
O=c1c2ccccc2nc(/C=C/c2cccc3ccccc23)n1-c1ccc(F)cc1F	3.1%	-5.1	5.9%	?	-6.4%	-3.1%	16.1%	49.0%[activator]	19.5%[59 µM]
O=C(O)CC(c1cccc2ccccc12)N1Cc2ccccc2C1=O (stereo not drawn)	?	-2.3	-30.3%	?	1.4%	-16.2%	-13.3%	48.6%[activator]	?
CCOc1ccc(-c2nnc(SCC(=O)N(CC)c3cccc(C)c3)o2)cc1	-3.5%	-1.1	-11.4%	-22.2%	-13.2%	-7.3%	8.1%	22.7%	-35.0%[59 µM]
COc1ccc(N(C)S(=O)(=O)c2ccc3c(c2)CCN3C(=O)C2CC2)c(OC)c1	-5.8%	-1.4	-20.9%	8.0%	11.1%	-5.3%	-3.7%	17.4%[57 µM]	5.2%
CC1CN(c2ccc([N+](=O)[O-])cc2C(=O)N2CCOCC2)CC(C)N1 (stereo not drawn)	·	4.2	16.5%	11.5%	6.7%	-1.4%	12.1%	43.4%[activator]	-5.2%[59 µM]
Cc1ccnc(NS(=O)(=O)c2ccc(NC(=O)c3ccc(C)o3)cc2)n1	-2.1%	-0.5	5.2%	-21.0%	-1.4%	-11.3%	-30.5%	12.4%	11.4%[59 µM]
Cc1nn(C)cc1C1Nc2ccccc2C(=O)N1O (stereo not drawn)	4.6%	3.2	9.8%	?	37.5%[activator]	-18.3%[57.1 µM]	-48.7%	60.1%[activator]	?
CC(=O)N1CCc2c(sc(NC(=O)C3CCCN3S(=O)(=O)c3cccs3)c2C#N)C1 (stereo not drawn)	8.8%	3.9	-0.4%	-11.6%	3.8%	-12.4%	-32.1%	38.6%	2.5%[0.501 µM]
Cc1ccc(NC(=O)c2cnn3c2NC(c2ccccc2)=CC3c2ccccc2)cc1 (stereo not drawn)	-0.7%	-3.4	-24.3%[57.1 µM]	0.4%	11.7%	?	-15.6%	-6.9%	?
CC(=O)n1c2ccccc2c2ccccc21	-8.8%	5.0	11.7%	-6.0%	-0.9%	21.4%	?	61.0%[activator]	100.4%[activator][59 µM]
CCC(=O)c1ccc(OCCN2CCOCC2)cc1	-3.8%	1.4	-2.1%	0.0%	1.7%	2.7%	14.1%	20.3%	9.3%[12.7 µM]
O=C(Cc1cccs1)N1CCC(c2nc3c(nnn3Cc3ccccc3Cl)c(=O)[nH]2)CC1	7.4%	2.2	-11.2%	?	11.2%	-18.7%	-2.7%	5.2%	-1.7%
Cc1ccc(Nc2nc(=O)c3cccnc3s2)cc1	·	-2.5	-0.4%	?	3.7%	-8.6%	-13.0%	30.4%	-9.5%[59 µM]
CCC(c1nnc(SCC(=O)Nc2cc(S(C)(=O)=O)ccc2Cl)n1Cc1ccccc1)N(C)C (stereo not drawn)	2.8%	-2.2	-2.9%	11.9%	-1.7%	-16.7%	-42.9%	43.4%[activator]	51.7%[activator]
O=C(CCc1nnc2ccc(NCc3ccco3)nn12)Nc1ccc(F)cc1	0.1%	3.2	-30.9%	-3.9%	3.4%	-18.3%	14.5%[11.4 µM]	39.6%[activator]	-45.9%
COc1ccccc1NC(=O)COC(=O)c1ccc(N2CCCC2=O)cc1	15.6%	1.3	-15.5%	374.6%[activator]	1.2%	-16.9%	17.5%	17.3%	-3.2%[0.501 µM]
CN1CCC(=O)N([C@H](CO)c2ccccc2)CC1	2.9%	-0.8	-26.9%	-2.6%	0.8%	-20.0%	-3.7%	51.7%[activator]	44.7µM*
Cc1cnc(NC(=O)COc2ccccc2)s1	8.8%	14.2	-3.0%	-23.4%	1.2%	89.1µM*	11.2%	-9.3%	2.5%[59 µM]
Cc1cccc(NC(=O)CN2CCN(CC(=O)NCc3ccc(Cl)cc3Cl)CC2)c1C	-1.2%[15.4 µM]	-2.2	-2.9%	11.6%	0.6%	-12.8%	-42.9%	17.0%	16.2%[12.7 µM]
COC(=O)COc1ccc(NC(=O)Cn2nc(-c3ccccc3)c3ccccc3c2=O)cc1	4.5%	-0.4	0.7%	-12.6%	8.3%	?	?	14.8%	-32.3%
CCOC1CCCCC1NS(=O)(=O)c1ccc(Cl)cc1 (stereo not drawn)	·	1.1	-4.6%	?	14.7%	-16.9%	12.4%	14.8%	-2.6%
O=C(NCc1ccc2c(c1)OCO2)Nc1ccc(F)cc1	1.7%	0.0	1.9%	-6.9%	-0.7%	-5.0%	-11.1%	49.4%[activator]	·
COc1ccc(NC(=O)N(C)C[C@H]2Oc3ccc(NC(=O)C4CC4)cc3CC(=O)N([C@@H](C)CO)C[C@@H]2C)cc1	2.4%	2.1	·	18.0%	5.3%	-10.8%	0.2%	27.4%	·
Cc1cccc(N2CCN(C(=O)NC3CCCCC3)CC2)c1C	17.6%	7.5	6.3%	14.5%	-2.6%	-11.5%	17.8%	19.5%	36.1%[59 µM]
O=C(O)c1ccccc1N/N=C/c1cc(Br)cc(Br)c1O	-0.9%	-0.2	44.7µM*	44.7µM*	?	?	-25.5%	-24.3%	·
CC(C)C(C)NC(=O)COC(=O)/C=C/c1ccc(S(=O)(=O)N2CCc3ccccc32)cc1 (stereo not drawn)	-4.1%	-6.3	-3.4%	-5.5%	0.6%	-16.8%	2.1%	18.2%	-4.0%
COc1ccc(CN2CCN(Cc3cccc(Oc4ccccc4)c3)CC2)c(OC)c1OC	-2.4%	10.5	20µM*	?	-7.1%	3.98µM*	-13.2%	25.1µM*	44.7µM*
Cc1ccc(CN(C)CC(=O)Nc2ccc3c(c2)CCC3)cc1	-12.8%	8.8	-1.4%	-7.3%	-1.0%	12.4%	0.1%	73.9%[activator]	?
COc1cc(C2=CCN(C(C)=O)CC2)ccc1OC(C)=O	·	-4.1	·	7.1%	15.2%	-15.5%	20.8%	43.2%[activator]	·
COCCn1c(SCC(=O)NNC(=O)c2ccccc2)nc2ccccc2c1=O	-1.7%	-6.0	-3.5%	-14.6%	11.9%	-12.9%	4.9%	12.7%	1.0%
CCOc1cc(N2CCOCC2)c(OCC)cc1NC(=O)c1c(-c2ccccc2)noc1C	-10.5%	-14.0	44.7µM*	-13.8%	22.1%	?	-2.0%	-15.1%	-6.3%[2.33 µM]
COCC(=O)Nc1nc2ccccc2s1	0.7%	4.8	-27.7%	-24.5%	-2.3%	4.0%	7.7%	44.9%[activator]	10.3%[59 µM]
CC(=O)Nc1ccc(S(=O)(=O)N2CCN(c3ccc(C)c(C)c3)CC2)cc1	2.3%	-3.6	-21.7%	-10.8%	19.2%	-17.9%	-5.0%	20.5%	1.3%[59 µM]
Cc1nnc(NCc2ccc(Cl)cc2)c2c1nnn2Cc1ccc(F)cc1	-7.8%	2.1	0.2%	6.6%	-2.1%	-15.1%	31.1%	10.6%	4.0%[59 µM]
COc1cc(C(=S)N2CCCC2)cc(OC)c1OS(=O)(=O)c1ccc(NC(C)=O)cc1	-12.0%	0.6	-27.9%	?	-1.9%	?	-53.6%	?	31.6µM*
CCOc1cc(N2CCOCC2)c(OCC)cc1NC(=O)C(NC(=O)c1c(F)cccc1F)C(C)C (stereo not drawn)	-15.8%	-0.8	·	21.3%	8.8%	-15.3%	-13.8%	22.2%	·
